FBW7 act: activators of human E3 ligase FBW7; Q969H0; AlphaScreen FBW7–phospho-cyclin E peptide binding, activator screen; normalized activity (activation), % at 26.1 µM; 650,000 compounds, 0.13% hits; AID 1259310; in the data active = normalized activity above about 1.9%;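 note: purified mutant Fbw7 with reduced substrate affinity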
GPR151 activ: activators of human GPR151. PathHunter beta-arrestin GPR151 cells, luminescence. activation, % at 11.2 µM. AID 1508602. 650,000 compounds, 1% hits; in the data active = activation above about 4.9%;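 note: 0% = median of compound wells and 100% = cells with positive control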
Target sequence (Q8TDV0 whole entry, looked up): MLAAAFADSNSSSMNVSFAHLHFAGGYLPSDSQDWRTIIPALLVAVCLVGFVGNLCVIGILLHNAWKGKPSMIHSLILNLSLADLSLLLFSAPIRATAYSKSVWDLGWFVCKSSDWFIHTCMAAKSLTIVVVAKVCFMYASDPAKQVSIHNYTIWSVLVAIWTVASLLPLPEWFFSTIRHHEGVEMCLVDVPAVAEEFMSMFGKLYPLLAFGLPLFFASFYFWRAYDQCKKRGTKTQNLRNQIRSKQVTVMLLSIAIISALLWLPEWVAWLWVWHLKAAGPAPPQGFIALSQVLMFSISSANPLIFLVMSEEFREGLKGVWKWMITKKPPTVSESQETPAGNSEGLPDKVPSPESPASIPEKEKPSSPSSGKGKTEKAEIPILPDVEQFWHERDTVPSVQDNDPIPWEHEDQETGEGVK
TEAD-YAP block: TEAD-YAP interaction inhibition | HEK-TIYL cells, TEAD-Gal4/YAP UAS-luciferase luminescence | inhibition, % at 9.12 µM | 640,000 compounds, 1.4% hits | AID 1259422; in the data active = inhibition above about 32%;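 note: 0% = median of test compound wells and 100% = reference inhibitor wells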
MITF primary: inhibitors of human MITF; O75030; AlphaScreen MITF homodimerization, bead proximity signal; inhibition, % at 2.6 µM; 650,000 compounds, 0.91% hits; in the data active = inhibition above about 50%;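 note: 0% = vehicle wells with protein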
Target sequence (O75030 whole entry, looked up): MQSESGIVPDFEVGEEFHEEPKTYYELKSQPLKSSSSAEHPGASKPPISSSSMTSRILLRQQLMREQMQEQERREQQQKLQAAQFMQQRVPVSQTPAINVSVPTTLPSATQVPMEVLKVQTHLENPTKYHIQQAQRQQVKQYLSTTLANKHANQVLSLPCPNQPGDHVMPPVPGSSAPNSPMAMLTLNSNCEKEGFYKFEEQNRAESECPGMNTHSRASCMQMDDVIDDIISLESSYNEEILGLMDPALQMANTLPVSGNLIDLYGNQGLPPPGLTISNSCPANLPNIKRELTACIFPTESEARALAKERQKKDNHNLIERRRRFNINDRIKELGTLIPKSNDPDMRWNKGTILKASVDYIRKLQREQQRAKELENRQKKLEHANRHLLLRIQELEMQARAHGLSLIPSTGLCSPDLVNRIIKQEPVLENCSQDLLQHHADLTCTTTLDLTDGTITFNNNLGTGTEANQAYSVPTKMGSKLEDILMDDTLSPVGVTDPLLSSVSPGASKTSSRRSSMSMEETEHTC
* = called active by the depositor.

SMILES	FBW7 act	GPR151 activ	TEAD-YAP block	MITF primary
O=C(CSc1nncc(=O)[nH]1)NCCc1ccccc1	0.0	4.6	9.0	-1.6
CCCCCOC(=O)C1=C(C)NC2=C(C(=O)CC(C)(C)C2)C1c1cccc(F)c1 (stereo unspecified)	0.3	0.2	6.6	-1.1
O=C(N/N=C/c1cc2c(cc1Br)OCO2)c1cccc(F)c1	-0.1	-1.4	-45.2	-4.5
CCc1ccccc1OCCCNC(C)CC (stereo unspecified)	0.1	-0.2	16.3	50.1
O=C(Nc1ccc2c(c1)OCCO2)c1ccccc1Br	0.3	-2.8	37.4*	-4.2
COC(=O)c1c(N)sc(C(=O)Nc2ccc(C)cc2C)c1C	-0.4	-2.5	75.7*	-17.7
COc1ccccc1N1CCN(S(=O)(=O)c2cc(C(=O)Nc3ccccc3Cl)ccc2F)CC1	0.2	-1.7	-7.9	4.2
CC(=O)c1nnn(CC(N)=O)c1C	0.1	1.0	-7.3	5.2
COc1ccccc1NC(=O)c1ccc(C(=O)O)cc1C(=O)O	-0.1	0.0	3.2	-8.0
NS(=O)(=O)c1ccc(N/C(=N\S(=O)(=O)c2ccccc2)c2ccccc2)cc1	-0.1	0.9	11.2	3.4
CC(=O)Nc1ccc(NC(=O)CSC2=NCCS2)cc1	0.0	-0.4	-0.7	1.3
COc1ccc(CCN2C(=O)CCC2CCNCc2ccccc2)cc1OC (stereo unspecified)	0.1	-1.7	-3.4	-4.2
O=C1SC(c2ccccc2)=C/C1=C\N1CCOCC1	-0.4	-1.1	-1.6	8.0
CCOc1cc(/C=C2\NC(=O)N(Cc3ccc(Cl)cc3)C2=O)ccc1OCC(N)=O	0.0	0.2	4.9	-5.6
COCCNC1CCc2c(sc3ncn(Cc4ccc(C)cc4)c(=O)c23)C1 (stereo unspecified)	-0.1	2.1	-5.8	-9.7
CCCCNC(=O)c1c(Cl)nc(C)c(Cl)c1C	0.0	0.4	2.1	10.9
COc1ccc(OCCCC(=O)OCC(=O)Nc2ccc(F)c(F)c2F)cc1	-0.1	-1.7	2.5	3.7
COc1ccc(CNC(=O)CSCc2c(F)cccc2Cl)cc1	0.0	-1.7	-10.5	-6.8
O=C(COc1ccccc1CO)Nc1ccc(Cl)c(Cl)c1	0.3	-0.8	-21.4	15.6
CCN(CC)S(=O)(=O)c1cc([N+](=O)[O-])ccc1N/N=C(\C)c1cccs1	-0.1	2.2	-1.3	7.1
O=C(CCCCn1c(=O)[nH]c2ccsc2c1=O)N1CCC(N2CCCCC2)CC1	0.0	0.0	5.5	-0.5
CCOC(=O)C1CCN(C(=O)c2ccc3nc(-c4ccc(OC)cc4)c(-c4ccc(OC)cc4)nc3c2)CC1	0.0	-0.3	4.2	-12.3
COc1ccc(/C=C/C(=O)NC(C)C)cc1	0.0	-1.2	-17.7	13.9
Cc1ccc(-c2nc3cc(Cl)ccc3o2)cc1NC(=S)NC(=O)c1cc2ccccc2o1	0.0	-1.2	-19.1	-1.4
COc1ccc2c(=O)c(-c3ccc4c(c3)OCCCO4)coc2c1	0.2	-1.1	-22.7	18.4
C/C(CC(=O)Nc1cc(C)cc(C)c1)=N/NC(=O)COc1ccc(C)cc1Br	-0.1	0.5	3.6	2.8
c1cc2c3c(cccc3c1)-c1nc3nonc3nc1-2	0.3	0.4	5.3	12.4
CCOc1ccc(/C=C2\SC(=S)N(CC(=O)N3CCOCC3)C2=O)cc1	0.0	2.4	15.5	-2.1
COc1cccc(C=Nc2cccc([N+](=O)[O-])c2C)c1O	-0.1	-0.4	-1.2	-1.1
CCOc1ccccc1-n1c(CNc2ccc(F)cc2)nnc1SCC(N)=O	0.0	-1.2	1.7	9.9

Rewritten comma-delimited: two of the compounds above
SMILES,FBW7 act,GPR151 activ,TEAD-YAP block,MITF primary
Cc1ccc(-c2nc3cc(Cl)ccc3o2)cc1NC(=S)NC(=O)c1cc2ccccc2o1,0.0,-1.2,-19.1,-1.4
COc1ccc2c(=O)c(-c3ccc4c(c3)OCCCO4)coc2c1,0.2,-1.1,-22.7,18.4

Following part.
SMILES	FBW7 act	GPR151 activ	TEAD-YAP block	MITF primary
CCOC(=O)C1=C(N)N(c2ccc(OC)cc2)C2=C(C(=O)CC(C)(C)C2)C1c1ccsc1 (stereo unspecified)	0.0	-0.1	4.1	-12.7
Cc1cc(OCc2nc(-c3cccc([N+](=O)[O-])c3)no2)ccc1Cl	0.0	0.7	2.8	4.8
CCN(CC)c1ccc(/C=C2/NC(=O)NC2=O)c(OC)c1	-0.3	2.1	-23.1	14.8
O=C(Cn1nnc(-c2ccc(Cl)cc2-n2cnnn2)n1)Nc1ccccc1Cl	0.1	2.4	7.8	-12.7
CCC(=O)N1c2ccccc2NC2=C(C(=O)CC(c3ccc(N(CC)CC)cc3)C2)C1c1ccc(OC)cc1 (stereo unspecified)	-0.2	-1.5	8.8	0.2
CC(=O)c1cccc(-c2nc(NCCN(C(C)C)C(C)C)c3ncn(-c4ccccc4)c3n2)c1	-0.1	-0.2	14.7	-0.5
Cc1ccc(S(=O)(=O)N2C(=O)CCC2C(=O)O/N=C(\N)c2cccc([N+](=O)[O-])c2)cc1 (stereo unspecified)	0.0	2.1	-2.7	13.3
C=CCc1cccc(OC)c1OCCCCn1ccnc1	-0.2	0.8	0.5	40.3
COC(=O)CN1C(=O)C2(OCCCO2)c2cc(C)ccc21	0.0	0.8	1.4	6.0
O=C(Nc1ccc2c(c1)OCO2)c1ccc(CO)cc1	-0.1	-1.8	-34.4	4.8
C=CCNS(=O)(=O)c1ccc(NC(=O)CCC)cc1	0.2	1.5	2.0	5.0
Cc1ccccc1C(=O)Nc1ccc2c(c1)C(=O)NC2=O	-0.1	-2.6	1.8	4.3
CCNc1nc(NCC)n2c(=S)n(CN3CCCCC3)nc2n1	0.2	0.6	2.5	-8.1
Cc1sc2nc(CN3CCOCC3)nc(Sc3nnc4ccccn34)c2c1C	-0.1	-0.4	0.2	-10.8
COc1ccc(CCNC(=O)c2cnc(-c3ccc(C(=O)N4CCN(C)CC4)cc3)s2)cc1	0.1	-1.8	3.7	2.1
CC1=NN(c2ccccc2)C(O)/C1=N/Nc1cccc(S(=O)(=O)N2CCOCC2)c1 (stereo unspecified)	0.1	-1.4	-1.6	10.2
Nc1c(C(=O)NCCc2ccccc2)nnn1Cc1ccc(Br)cc1	-0.6	0.1	8.0	-10.6
Cc1ccc(C23CC4CC(C2)CC(c2csc(NC(=O)c5ccc(-c6ccccc6)cc5)n2)(C4)C3)cc1	0.3	1.6	2.3	17.7
Cc1ccc(COc2ccc(CO)cc2Cl)cc1	0.4	-1.5	33.2*	6.8
CCOC(=O)C(C)(C)N(Cc1cccc(Cl)c1)S(=O)(=O)c1ccc(Br)cc1	-0.1	-0.8	-7.6	-1.7
CCOC(=O)CSc1nnc(-c2cc(OC)cc(OC)c2)n1CC	0.1	0.6	1.7	14.6
O=C(C1CCCN(S(=O)(=O)c2cccc3nsnc23)C1)N1CCCC1 (stereo unspecified)	0.1	-0.1	-0.2	5.8
O=C(Cn1cc(/C=c2\sc3nc4ccccc4n3c2=O)c2ccccc21)N1CCOCC1	0.3	0.0	-14.4	9.2
COc1ccc(N2CCN(C(=O)CCC(=O)N3CC(C)Oc4ccccc43)CC2)cc1 (stereo unspecified)	-0.2	1.8	12.4	-9.4
COc1ccc2c(c1)C(c1cccc(F)c1)(C(C)C)C(=O)N2 (stereo unspecified)	0.1	-0.2	2.1	1.4
COc1cc([N+](=O)[O-])ccc1NC(=O)CC1CCCCC1	-0.3	1.3	2.1	2.9
OCCCNCC(O)CN1c2ccccc2Sc2ccccc21 (stereo unspecified)	0.2	0.3	4.2	23.8
S=c1[nH]nc2c3ccccc3c(-c3ccccc3)nn12	-0.2	1.2	-3.5	-0.3
O=C(Nc1ccc([N+](=O)[O-])cc1Br)C1CC(=O)N(C2CCCCC2)C1 (stereo unspecified)	0.2	3.9	-6.1	2.7
COc1cc(C(=O)N2CCOCC2)ccc1Nc1cc(NCc2cccc(S(C)(=O)=O)c2)c(C(F)(F)F)cn1	-0.1	1.2	-7.0	-10.3
Cc1cc(NS(=O)(=O)c2ccc(C)c(NS(C)(=O)=O)c2C)no1	0.2	-1.3	3.3	-4.9
COC(=O)c1ccc(N2C(=O)c3cc(Cl)c(Cl)cc3C2=O)cc1	-0.2	-0.3	-8.1	0.1
Cc1ccccc1NC(=O)Cn1c(-c2ccncc2)nc2ccccc21	-0.2	-1.0	-10.1	1.6
COC(=O)CCc1cc2c(C)cc(=O)oc2cc1OCc1ccc(C)cc1	0.2	-0.1	-9.1	78.5*
COC(=O)C1=C(C)NC(=O)N(C(C)=O)C1c1cccs1 (stereo unspecified)	0.1	0.0	-4.8	5.5
CCCC(=O)Nc1nnc(SCC(=O)Nc2ccccc2-c2ccccc2)s1	0.0	-0.7	16.4	1.0
NC(=O)c1ccccc1NC(=O)c1ccc([N+](=O)[O-])cc1[N+](=O)[O-]	0.2	-0.5	2.4	4.0
Cc1nnsc1C(=O)N1CCn2c(CO)nnc2C1	0.0	-1.0	-7.4	1.2
Cc1occc1-c1nnc(SCC(N)=O)n1-c1ccccc1	-0.1	0.0	-19.3	-22.6
CCOC(=O)C1=C(O)/C(=C/c2ccc(F)cc2)SC1=Nc1ccccc1	0.1	-1.1	7.5	9.9
Cc1ccc(C(=O)c2cccc(N3C(=O)c4ccc(C(=O)c5ccc([N+](=O)[O-])cc5)cc4C3=O)c2)cc1C	-0.2	1.0	-5.9	-3.0
Cc1ccc(C)n1-c1ccc(OCC(=O)O)cc1	-1.7	4.2	-0.2	10.7
O=C1COc2cc(S(=O)(=O)N3CCCCC3)ccc2N1	-0.2	-0.1	2.1	0.7
CC(=O)Nc1ccc(OCC(O)CN2C(C)CCCC2C)cc1 (stereo unspecified)	-0.1	0.7	-3.1	-2.0
O=[N+]([O-])c1ccc(/C=N/n2c(COc3ccccc3)n[nH]c2=S)cc1	0.3	-1.9	5.1	18.0

Entries of single compounds, looked up by structure. Values in the order: FBW7 act	GPR151 activ	TEAD-YAP block	MITF primary
OCCCNCC(O)CN1c2ccccc2Sc2ccccc21 (stereo unspecified) in the list: 0.2	0.3	4.2	23.8
CC(=O)Nc1ccc(OCC(O)CN2C(C)CCCC2C)cc1 (stereo unspecified) in the list: -0.1	0.7	-3.1	-2.0

More records follow.
SMILES	FBW7 act	GPR151 activ	TEAD-YAP block	MITF primary
CCCN1C(=O)CCN(C(C)=O)c2ccccc21	0.2	0.6	4.4	3.6
COc1ccc(CN=C2NN=C(c3cccc(OC)c3)CS2)cc1	-0.3	-1.4	-12.8	3.9
Cc1cccc(N2C(=O)c3cccnc3C2=O)c1	-1.5	2.4	-8.3	40.1
COc1ccccc1NC(=O)c1c(NC(=O)Cc2ccccc2)sc2c1CCC(C(C)(C)C)C2 (stereo unspecified)	-0.1	1.7	-4.1	-4.2
N#Cc1c(NC(=O)c2cc(S(=O)(=O)N3CCCCC3)ccc2Cl)sc2c1CCC2	0.1	-0.7	0.1	0.0
COc1ccc(C(=O)O/N=C(\N)c2ccc(C)n2C)cc1	-0.1	0.0	-8.7	-4.5
O=C(CCNC(=O)c1ccccc1)N/N=C/c1cccc([N+](=O)[O-])c1	0.0	-1.3	0.5	14.1
Cn1c(Nc2cc(NCCN3CCOCC3)ncn2)nc2ccccc21	0.2	-1.9	-6.3	17.3
O=C(O)c1cc2sccc2n1Cc1ccccc1F	0.0	-0.1	7.5	17.1
CCOC(=O)N1CCN(C(=O)c2nn(C)c3c2COc2ccccc2-3)CC1	0.3	-1.4	7.0	4.5
Cc1cc(C)nc(SCc2nnc(SCC(N)=O)n2-c2ccc(F)cc2)n1	0.7	-1.2	-0.6	20.5
O=C(N/N=C/c1ccccc1O)c1ccc(O)cc1	-0.1	2.8	-43.8	23.6
Cc1ccc(C(=O)O)cc1N1C(=O)c2cccc3c([N+](=O)[O-])ccc(c23)C1=O	-0.2	-3.1	2.9	19.7
c1ccc2c(c1)nc(NCCCN1CCOCC1)c1nc3ccccc3n12	-0.1	-1.2	4.8	10.3
CN(C(=O)COC(=O)c1ccc(N)c([N+](=O)[O-])c1)C1CCCCC1	-0.1	-0.5	-43.1	-7.5

Entries from the list above with a furan ring, fused or not (2):
SMILES	FBW7 act	GPR151 activ	TEAD-YAP block	MITF primary
Cc1ccc(-c2nc3cc(Cl)ccc3o2)cc1NC(=S)NC(=O)c1cc2ccccc2o1	0.0	-1.2	-19.1	-1.4
Cc1occc1-c1nnc(SCC(N)=O)n1-c1ccccc1	-0.1	0.0	-19.3	-22.6

Next section:
SMILES	FBW7 act	GPR151 activ	TEAD-YAP block	MITF primary
O=C1OC(/C=C/c2cccc([N+](=O)[O-])c2)=NC/1=C\c1coc2ccccc2c1=O	0.1	-0.3	0.4	4.1
O=C(CCNS(=O)(=O)c1ccc2[nH]c(=O)ccc2c1)N1CCC(N2CCCCC2)CC1	-0.2	4.2	2.1	-5.4
Cc1cc(OCCn2ccnc2)cc(C(C)C)c1	-0.1	-0.5	-5.2	57.4*
CC1CCCCN1CCNC(=O)CN(C)S(=O)(=O)c1cccc2nsnc12 (stereo unspecified)	-0.1	0.5	3.7	-12.8
CC(C)OC(=O)c1c(NC(=O)C2c3ccccc3Oc3ccccc32)sc2c1CCCCC2	-0.2	0.3	8.4	-12.9
Cc1nc(SCc2ccc([N+](=O)[O-])cc2)nc2ccccc12	0.3	0.5	11.9	9.1
O=c1[nH]c(=O)n(Cc2ccccc2Cl)c(O)c1C=NCc1ccc2c(c1)OCO2	0.2	-1.1	6.8	9.1

A run of entries of the results above:
SMILES	FBW7 act	GPR151 activ	TEAD-YAP block	MITF primary
CC(C)OC(=O)c1c(NC(=O)C2c3ccccc3Oc3ccccc32)sc2c1CCCCC2	-0.2	0.3	8.4	-12.9
Cc1nc(SCc2ccc([N+](=O)[O-])cc2)nc2ccccc12	0.3	0.5	11.9	9.1
O=c1[nH]c(=O)n(Cc2ccccc2Cl)c(O)c1C=NCc1ccc2c(c1)OCO2	0.2	-1.1	6.8	9.1

Screens: PubChem, The Scripps Research Institute Molecular Screening Center
